# SKN-1 block: blocks SKN-1 activity in C. elegans | inhibition, % at 21.8 µM | AID 624304 | actives 0.49% (n = 360,000) | C. elegans VP596 Pgst-4::GFP/RFP ratio, acrylamide-induced, 24 h;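 active means interference check ratio from 0.5 to 1.5 plus GFP to RFP signal ratio inhibition reaching or exceeding a fixed threshold, cut at about 30% in these data, passing the limit was not always enough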; further: some compounds called inactive have numbers as strong as hits
# PABP1 MLLE inh: inhibitors of microRNA-mediated deadenylation, human PABP1 MLLE binding | AID 588489 | inhibition, % at 20 µM | actives 0.36% (n = 360,000) | P11940 | GST-MLLE / FITC-PAM2 fluorescence polarization; in the data active means inhibition above about 35%, passing the limit was not always enough;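 further: plate controls were DMSO wells with GST-MLLE for no effect and wells lacking GST-MLLE protein for full effect; some results filed as inactive read as strong as hits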
# CendR NRP1 mod: modulators of CendR peptide binding to human neuropilin-1; O14786; FAM-RPARPAR peptide binding to NRP-1, fluorescence polarization; inhibition, % at 25 µM; actives 0.85% (n = 360,000); AID 602438;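 active means inhibition or corrected inhibition above about 18%, plus a signal ratio from 0.5 to 1.5, limit read from the data, passing the limit was not always enough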; further: strong numbers were not always called active
# Target sequence (O14786 whole entry, looked up): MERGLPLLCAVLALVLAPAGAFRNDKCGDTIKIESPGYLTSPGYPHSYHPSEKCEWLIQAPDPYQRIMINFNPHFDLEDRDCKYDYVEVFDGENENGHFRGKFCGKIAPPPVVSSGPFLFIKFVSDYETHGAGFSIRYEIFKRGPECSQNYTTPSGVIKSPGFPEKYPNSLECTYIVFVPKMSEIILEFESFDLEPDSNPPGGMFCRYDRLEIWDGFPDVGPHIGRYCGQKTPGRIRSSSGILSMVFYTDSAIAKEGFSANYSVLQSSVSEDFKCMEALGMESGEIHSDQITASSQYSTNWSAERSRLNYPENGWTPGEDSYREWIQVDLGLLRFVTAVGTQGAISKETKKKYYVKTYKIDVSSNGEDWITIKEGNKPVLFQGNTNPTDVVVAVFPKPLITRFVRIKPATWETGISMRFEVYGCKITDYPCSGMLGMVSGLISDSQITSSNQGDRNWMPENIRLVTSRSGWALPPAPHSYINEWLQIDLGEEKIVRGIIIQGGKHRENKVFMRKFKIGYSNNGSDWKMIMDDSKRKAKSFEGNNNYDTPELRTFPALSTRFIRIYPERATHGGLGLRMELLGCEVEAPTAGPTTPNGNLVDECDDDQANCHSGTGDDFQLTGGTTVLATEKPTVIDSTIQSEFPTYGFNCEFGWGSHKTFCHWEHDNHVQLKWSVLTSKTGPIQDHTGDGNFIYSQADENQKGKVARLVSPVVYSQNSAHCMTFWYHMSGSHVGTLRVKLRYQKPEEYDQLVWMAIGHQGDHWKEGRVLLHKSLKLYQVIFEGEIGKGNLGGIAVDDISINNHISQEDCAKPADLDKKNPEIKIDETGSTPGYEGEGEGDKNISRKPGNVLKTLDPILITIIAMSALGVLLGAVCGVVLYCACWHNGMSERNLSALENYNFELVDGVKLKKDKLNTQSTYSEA
# MsrA act: activators of bovine methionine sulfoxide reductase A. activation, % at 10.6 µM. actives 0.3% (n = 360,000). purified bovine MsrA, absorbance read-out. AID 602163; in the data active means activation above about 7.5%;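 further: 0% = vehicle and 100% = reference activator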
# eLon inh: inhibitors of E. coli Lon protease; actives 0.42% (n = 360,000); purified E. coli Lon protease, fluorescence polarization; P0A9M0; inhibition, % at 7.94 µM; in the data active means inhibition above about 13%, passing the limit was not always enough;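 further: 0% = enzyme with probe and DMSO and 100% = no enzyme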
# MT1-MMP act inh: blocks activation of human MT1-MMP; HT1080 RFP-PRO-GFP cells, GFP/RFP ratio fluorescence, overnight; percent of plate control window, DMSO zero; AID 651647; P50281; actives 0.061% (n = 360,000); GFP/RFP ratio change, % at 20 µM;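 active means GFP/RFP ratio change of at least 30% with cell ATP level not reduced by more than half and red fluorescence within 50% of control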; further: strong numbers were not always called active
#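 Assay system: HT1080 RFP-PRO-GFP cells. Benchmarks: DMSO vehicle wells and RFP-L50D-GFP reporter cell wells. Times: overnight cell settling, then overnight compound exposure, 37 °C, 5% CO2. Compound: 20 µM single dose, 1% DMSO. Read-out basis: GFP/RFP fluorescence ratio.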
# MsrA inh: inhibitors of bovine MsrA; purified bovine MsrA, absorbance read-out; inhibition, % at 15.5 µM; actives 0.75% (n = 360,000); AID 651718; in the data active means inhibition above about 4.5%;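 further: 0% = vehicle wells with enzyme and 100% = reference inhibitor wells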
# FAS-TE inh: inhibitors of human fatty acid synthase thioesterase domain. P49327. recombinant FAS-TE, OMFH fluorogenic substrate, fluorescence endpoint. actives 0.67% (n = 360,000). inhibition, % at 15 µM. AID 602261;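 active means compounds whose normalised, plate-corrected inhibition of enzyme fluorescence in the single-dose primary screen is 50% or more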;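 further: 0% = DMSO with enzyme and 100% = substrate without enzyme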
# Tb MetRS inh: Trypanosoma brucei MetRS inhibition | purified T. brucei MetRS, ATP depletion, Kinase-Glo luminescence | inhibition, % at 11.9 µM | actives 0.4% (n = 360,000);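 active means inhibition above a per-plate cutoff of the control wells' mean inhibition plus 3 SD, cut at about 5.5% in these data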;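 further: 0% = DMSO wells median and 100% = median of wells with control inhibitor compound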
#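 System: purified T. brucei MetRS enzyme / Detection: Kinase-Glo luciferase luminescence reporting remaining unconsumed ATP / Medium: HEPES buffer with MgCl2, KCl, DTT, spermine, BSA, pyrophosphatase / Replication: singlicate, one well per compound / Evaluation: percent inhibition relative to median high and low control wells / Schedule: 2 h aminoacylation at 25 °C after 15 min preincubation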
# Active calls of the source: *; nt = no result given. An unsorted share of the library, and some 4% of all compounds hit somewhere here.
SMILES,SKN-1 block,PABP1 MLLE inh,CendR NRP1 mod,MsrA act,eLon inh,MT1-MMP act inh,MsrA inh,FAS-TE inh,Tb MetRS inh
CC(=O)c1cc(-c2ccccc2)n(CC(=O)N2CCC(N3CCCCC3)CC2)c1C,4,-20,-3,-1,1,-1,3.0,-2,-0.3
COC(=O)c1c(NC(=O)CCC(=O)O)sc2c1CCCCC2,6,28,-9,-6,2,0,-0.1,-7,-0.1
CC(=O)c1cc2c(cc1NC(=O)CSc1ncccn1)OCO2,3,-127,-3,-5,-12,3,4.5,-8,-0.3
CC(=O)N1CCN(C(=O)CCc2nnc(CCCCc3ccccc3)o2)CC1,-2,1,1,-6,4,-2,-0.2,-4,-0.9
COc1ccc(NS(=O)(=O)/C=C/c2ccccc2)cc1,5,-2,2,-3,-4,2,0.1,2,-0.3
CC(C)OCCCN(C)C1CCN(S(=O)(=O)c2csc(C(N)=O)c2)CC1,2,-3,13,-1,4,0,-1.8,-7,0.1
Cc1nc2c(C)c(C)c(C)c(C)c2nc1C,11,-2,-1,-2,-3,0,1.2,-4,-0.4
CN(C)c1cccc(CNC(=O)c2csc(COCCO)n2)c1,5,-5,-12,0,9,-2,1.0,-5,-0.1
O=C1CC(C(=O)Nc2ccc(O)c(C(=O)O)c2)C(c2ccccc2)O1 (stereo not given),10,1,2,-2,1,4,-0.2,-10,-0.9
CCC1CCCCN1CCCNC(=O)CSc1nc2nc(C)c(Cc3ccccc3Cl)c(C)n2n1 (stereo not given),9,8,11,2,-1,-1,-0.4,-7,-0.1
COCCNC(=O)C1CC(=O)N(CCc2ccccc2)C1 (stereo not given),-3,0,1,2,12,1,0.9,-5,-0.4
COc1cc(/C=N/NC(=O)CCc2n[nH]c(=O)[nH]c2=O)ccc1O,-4,7,5,-5,6,-3,2.6,-10,0.0
CSc1ccc(OC2(C)CCN(Cc3ccc(OC(F)(F)F)cc3)C2)cc1 (stereo not given),10,5,-2,-2,-4,-2,0.3,20,-0.3
Cc1ccc(S(=O)(=O)N2CCCCC2)cc1NC(=O)Cn1ccc(C(F)(F)F)n1,-5,3,-4,-1,2,2,-1.9,2,-0.2
COc1cccc(C(C)NC(=O)C2CCCC2)c1 (stereo not given),-19,8,-1,-7,-17,-1,-0.1,-6,-1.3
CCN(C)c1ccc(/C=N\n2nnnc2N)cc1,27,-10,-6,1,-8,6,3.8,-5,-0.2
Cc1ccc(CN2CCc3[nH]c(=O)[nH]c(=O)c3C2)cc1,6,-19,5,0,1,-8,-0.5,-6,-0.7
CCOc1ccc(C(=O)NC(=S)Nc2ccccc2N2CCOCC2)cc1Br,-1,20,1,-3,-7,-1,1.1,20,0.0
CCCc1nnc(NC(=O)CCC(=O)NCc2ccccc2)s1,-13,0,3,-5,7,3,0.2,-8,-0.5
CCCCOc1ccc(NC2=NC3(CCCCC3)N=C(N)N2)cc1,-13,8,-10,-1,3,-12,-0.8,-11,-1.2
COc1ccc2c(c1OC)C(C1c3c(cc4c(c3OC)OCO4)CCN1C)OC2=O (stereo not given),7,14,3,-7,8,-3,1.0,-8,-1.1
Cc1ccccc1C(=O)NNC(=O)c1cccc([N+](=O)[O-])c1,1,-10,-8,-12,-3,0,1.4,2,-1.3
O=C(CCCNC(=O)c1ccc(Cl)cc1)NCc1ccc(F)cc1,2,1,-2,0,-8,3,-1.3,1,0.3
CC1CCN(S(=O)(=O)c2ccc(C(=O)Nc3ccccc3-c3nc4ccccc4[nH]3)cc2)CC1,7,16,6,-4,-19,-3,0.1,42,-0.3
Cc1ccc2cc(S(=O)(=O)NCCC(=O)O)ccc2c1,-9,9,3,-10,6,2,1.1,-4,-1.1
CCOc1ccccc1N1CCN(CC(=O)NC(=O)NCc2ccco2)CC1,3,-15,-2,-2,-1,3,0.2,2,-0.5
CC(C)CN(C(=O)c1ccc2c(c1)OCCO2)c1c(N)n(Cc2ccccc2)c(=O)[nH]c1=O,-8,-37,-18,1,-8,-3,0.1,2,-0.1
Cc1cc(Cl)ccc1OCC(=O)NCCOC(=O)Nc1sc(=S)n(C)c1C,-4,-131,7,-4,0,1,1.0,5,-0.7
CC1(C)CC(=O)c2c(n(S(=O)(=O)c3ccccc3)c3ccc(NS(=O)(=O)c4ccccc4)cc23)C1,19,1,4,-3,-9,-13,3.0,80*,-0.5
Cc1cc([N+](=O)[O-])nn1CC(=O)c1ccccc1,-5,-10,-3,-5,0,1,-1.5,-2,-0.8
CCN(CC(=O)NC(C)(C)C)C(=O)c1ccc2c(c1)S(=O)(=O)c1ccccc1C2=O,7,-14,13,-7,-5,-1,1.7,-6,-0.6
COc1cccc2c(=O)c(C(=O)O)c[nH]c12,-6,-5,6,4,-7,8,1.0,-9,-1.0
Cc1c(OC(C(=O)O)c2ccccc2)ccc2c3c(c(=O)oc12)CCC3 (stereo not given),7,10,-1,0,-2,-5,1.3,1,-0.1
COc1ccccc1CNC(=O)c1csc2c1CCCC2,2,23,6,0,-4,1,0.2,-2,-0.8
COc1ccc(C(=O)C2CCCN(C(=O)c3cccs3)C2)cc1F (stereo not given),-1,-7,7,-10,5,-2,0.4,-13,-1.3
Cc1ccsc1C1Nc2ccccc2-c2nc3ccccc3n21 (stereo not given),16,-7,-5,-1,-16,4,1.6,13,-0.9
O=C(N/N=C/c1cc([N+](=O)[O-])ccc1O)C1CC1,-4,-1,3,-5,4,3,5.4*,21,0.3
CCCc1n[nH]c2c1/C(=N\OCC)CC(C)(C)C2,-4,10,1,-1,0,0,4.8*,-1,2.0
NC(CS(=O)O)C(=O)O (stereo not given),8,15,-4,-2,-6,4,-1.0,-4,-0.7
COCCN(C(=O)c1ccc(N2CCCC2=O)cc1)c1c(N)n(Cc2ccccc2)c(=O)[nH]c1=O,-4,-19,7,-10,1,1,-0.3,-3,-0.3
COCCNC(=O)CN(c1ccc(OC)c(OC)c1)S(=O)(=O)c1ccc(C)cc1,-15,3,22,-4,-4,7,0.5,6,-0.8
O=C(CCc1nnc(-c2ccc3c(c2)OCO3)o1)NC(c1cccnc1)C(F)(F)F (stereo not given),10,0,1,-3,0,-5,1.7,-4,0.1
O=c1cc(-c2ccccc2Cl)oc2ccc([N+](=O)[O-])c(O)c12,31,-2,-27,-8,6,-2,1.1,11,-0.4
CN(C)c1ccc(C(CNC(=O)c2ccc(C#N)cc2)c2c[nH]c3ccccc23)cc1 (stereo not given),7,-11,-12,-2,-8,-1,2.0,32,-0.3
O=C(N/N=C/C1C(c2ccccc2)C1(Cl)Cl)c1cccc(Br)c1 (stereo not given),-4,0,-17,0,0,2,1.2,16,-0.3
CCCc1cc(=O)oc2c(C)c(OCC(=O)c3ccc(N4CCCC4)cc3)ccc12,21,-25,1,-7,-4,-2,0.3,14,-0.9
CCOC(=O)c1c(C)[nH]c(C)c1C(=O)COC(=O)c1ccc(OC)c(OC)c1,9,-4,-4,-6,-2,-2,2.8,-8,-1.8
Cn1c(=O)cc(OCC(=O)N2CCN(c3cccc(C(F)(F)F)c3)CC2)c2ccccc21,-5,3,12,0,-5,3,1.7,22,0.6
O=C(NCCNC(=O)c1ccccc1Br)c1ccccc1Br,6,-2,-23,-13,-9,-6,0.1,-5,-1.1
CC1CC(=O)Nc2ccccc2N1S(=O)(=O)c1ccc(C#N)cc1 (stereo not given),4,6,6,-8,10,-1,-0.7,-8,-0.6
COc1ccccc1N1C(=O)c2ccccc2NC1C(OC)OC (stereo not given),6,8,8,-2,-2,3,0.6,-6,-0.9
Cc1cc(/C=C(\C#N)C(=O)NCC2CCCO2)c(C)n1-c1ccc(Cl)cc1 (stereo not given),2,10,-12,-3,0,-3,3.7,9,-0.4
COc1ccc(N2CC(C(=O)Nc3cccc(S(=O)(=O)N4CCCC4)c3)CC2=O)c(OC)c1 (stereo not given),3,13,11,2,-5,3,0.1,-3,0.1
O=C(Cc1ccc([N+](=O)[O-])cc1)Nc1cccnc1,1,-10,0,-1,-3,-1,-1.2,-2,-0.2
O=C(Nc1nc(N2C(=O)c3ccccc3C2=O)n(-c2ccccc2)n1)c1ccc(Cl)cc1,11,-8,-6,-3,8,4,1.4,4,0.4
Cc1ccc(-c2noc(N=O)c2NO)cc1,-12,6,3,-6,-10,-2,1.7,-54,-0.8
CC(C)C[C@@H]1CN(CCCC[C@H]2CNC(=O)C(=O)N2CCC2CCCCC2)C(=O)C(=O)N1CC1CCCCC1,-11,nt,3,1,3,-4,-1.2,15,0.0
COc1cccc(/C=N/NC(=O)CSc2ccccc2C)c1OC,6,8,-8,-4,-6,7,0.1,-4,0.6

# Entries above containing an NH in an aromatic ring:
SMILES,SKN-1 block,PABP1 MLLE inh,CendR NRP1 mod,MsrA act,eLon inh,MT1-MMP act inh,MsrA inh,FAS-TE inh,Tb MetRS inh
COc1cc(/C=N/NC(=O)CCc2n[nH]c(=O)[nH]c2=O)ccc1O,-4,7,5,-5,6,-3,2.6,-10,0.0
Cc1ccc(CN2CCc3[nH]c(=O)[nH]c(=O)c3C2)cc1,6,-19,5,0,1,-8,-0.5,-6,-0.7
CC1CCN(S(=O)(=O)c2ccc(C(=O)Nc3ccccc3-c3nc4ccccc4[nH]3)cc2)CC1,7,16,6,-4,-19,-3,0.1,42,-0.3
CC(C)CN(C(=O)c1ccc2c(c1)OCCO2)c1c(N)n(Cc2ccccc2)c(=O)[nH]c1=O,-8,-37,-18,1,-8,-3,0.1,2,-0.1
COc1cccc2c(=O)c(C(=O)O)c[nH]c12,-6,-5,6,4,-7,8,1.0,-9,-1.0
CCCc1n[nH]c2c1/C(=N\OCC)CC(C)(C)C2,-4,10,1,-1,0,0,4.8*,-1,2.0
COCCN(C(=O)c1ccc(N2CCCC2=O)cc1)c1c(N)n(Cc2ccccc2)c(=O)[nH]c1=O,-4,-19,7,-10,1,1,-0.3,-3,-0.3
CN(C)c1ccc(C(CNC(=O)c2ccc(C#N)cc2)c2c[nH]c3ccccc23)cc1 (stereo not given),7,-11,-12,-2,-8,-1,2.0,32,-0.3
CCOC(=O)c1c(C)[nH]c(C)c1C(=O)COC(=O)c1ccc(OC)c(OC)c1,9,-4,-4,-6,-2,-2,2.8,-8,-1.8
